High-throughput results deposited in PubChem BioAssay by several laboratories.
Runt-SMMHC FRET: inhibitors of RUNX1 Runt–CBFb-SMMHC binding, primary screen, biochemical, FRET, Cerulean-Runt, Venus-CBFb-SMMHC, uHTS; actives 0.74% (n = 220,000); AID 1434, 2008; Runt-related transcription factor 1 (Homo sapiens) + Core-binding factor subunit beta …; Cerulean-Runt/Venus-CBFb-SMMHC FRET ratio 530/480, 1 h; inhibition, % at 20 µM;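 active = mean inhibition across duplicate retests at 20 µM reaching about 50%, limit read from the data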;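 also: 0% = DMSO wells and 100% = wells with excess untagged CBFb-SMMHC; inhibitors lower the FRET ratio by blocking Runt binding to CBFb-SMMHC; some results filed as inactive read as strong as hits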
Furin inhibitor: human furin inhibitors, primary screen, biochemical, fluorescence intensity | P09958 | purified furin, fluorogenic substrate cleavage | inhibition, % at 30 µM | actives 0.061% (n = 220,000) | AID 463115, 2010; in the data active = inhibition above about 25%; also: inactives centre near -15
RBBP9 inhibitor: human RBBP9 inhibitors, primary screen, biochemical, fluorescence polarization, FP-Rh probe, HTS. inhibition, % at 7.94 µM. Serine hydrolase RBBP9 (Homo sapiens), O75884. recombinant RBBP9. actives 0.2% (n = 220,000);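 active = inhibition above the campaign mean of all tested compounds plus 3 SD, cut at about 14% in these data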;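 also: plate controls were DMSO wells with RBBP9 for no effect and wells lacking RBBP9 protein for full effect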
Target sequence (O75884 whole entry, looked up): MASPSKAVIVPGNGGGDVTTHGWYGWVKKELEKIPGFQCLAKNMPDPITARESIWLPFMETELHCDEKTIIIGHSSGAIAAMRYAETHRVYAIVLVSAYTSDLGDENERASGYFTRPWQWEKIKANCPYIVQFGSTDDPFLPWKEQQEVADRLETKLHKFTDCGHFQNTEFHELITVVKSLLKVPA
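Measured by: FP readout at 525/598 nm; material: recombinant human RBBP9; also added: Serine-hydrolase probe FP-Rh, 375 nM pre-mixing; medium: Tris buffer pH 8.0, NaCl, Pluronic; replication: one well per compound; doses: one concentration, 7.94 µM nominal, 0.794% DMSO; timing: preincubation 30 min plus labeling 45 min at 25 °C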
m-calpain inh: inhibitors of pig calpain II, primary screen, biochemical, fluorogenic peptide substrate, 1536-well | purified calpain II, 30 min | AID 1236, 2008 | inhibition, % at 16 µM | actives 0.37% (n = 220,000);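 active = inhibition above about 50%, limit read from the data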
p97 inhibitor: inhibitors of human p97 ATPase, primary screen, biochemical; recombinant p97 ATPase, Kinase-Glo ATP luminescence, 3 h; inhibition, % at 8 µM; actives 0.42% (n = 220,000); AID 1481, 2009; in the data active = inhibition above about 15%;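 also: 0% = DMSO vehicle and 100% = wells lacking enzyme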
Target sequence (P55072 whole entry, looked up): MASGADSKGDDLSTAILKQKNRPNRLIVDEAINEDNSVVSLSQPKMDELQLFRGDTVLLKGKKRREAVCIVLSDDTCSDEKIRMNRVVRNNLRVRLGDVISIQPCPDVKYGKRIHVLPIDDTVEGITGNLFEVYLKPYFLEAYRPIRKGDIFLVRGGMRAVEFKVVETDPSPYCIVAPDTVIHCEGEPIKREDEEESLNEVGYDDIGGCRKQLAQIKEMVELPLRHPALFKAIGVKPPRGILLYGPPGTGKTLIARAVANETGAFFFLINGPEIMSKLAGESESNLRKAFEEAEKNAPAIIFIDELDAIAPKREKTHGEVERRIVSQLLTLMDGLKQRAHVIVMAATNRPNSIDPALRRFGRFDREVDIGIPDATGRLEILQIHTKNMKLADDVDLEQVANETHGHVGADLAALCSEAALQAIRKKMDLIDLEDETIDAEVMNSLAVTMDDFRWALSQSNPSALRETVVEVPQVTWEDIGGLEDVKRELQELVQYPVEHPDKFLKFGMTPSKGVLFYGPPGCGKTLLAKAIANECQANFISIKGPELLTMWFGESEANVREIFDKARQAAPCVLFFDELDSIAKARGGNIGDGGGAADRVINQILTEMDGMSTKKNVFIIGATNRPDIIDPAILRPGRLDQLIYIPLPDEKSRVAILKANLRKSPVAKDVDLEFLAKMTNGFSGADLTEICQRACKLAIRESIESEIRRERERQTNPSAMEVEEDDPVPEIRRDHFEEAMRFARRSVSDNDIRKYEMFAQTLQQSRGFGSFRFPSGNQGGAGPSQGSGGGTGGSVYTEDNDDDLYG
TbHK1 inh: Trypanosoma brucei hexokinase 1 inhibitors, primary screen, biochemical, G6PDH-coupled NADH absorbance, MLSCN library | hexokinase 1 [Trypanosoma brucei] | recombinant TbHK1, G6PDH-coupled NADH A340 | inhibition, % at 10 µM | actives 0.11% (n = 220,000) | AID 1430, 2008;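 active = inhibition of 50% or more in the single-dose primary screen; inactive = inhibition below 50%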
p47phox inh: p47phox/p22phox peptide binding inhibitors, primary screen, biochemical, uHTS, NADPH oxidase regulatory subunit | AID 1274, 2008 | Neutrophil cytosol factor 1 (Homo sapiens), P14598 | fluorescence polarization, 2 h | inhibition, % at 24.7 µM | actives 0.53% (n = 220,000);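 active = inhibition above about 30%, limit read from the data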;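 also: 0% = p47phox with labelled peptide and 100% = labelled peptide alone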
EBV gp42 inh: Epstein-Barr virus gp42 inhibitors, primary screen, biochemical, uHTS, fluorescence polarization. actives 0.42% (n = 220,000). Fluorescence polarization binding assay, mP read-out. Glycoprotein 42 (Epstein-Barr virus (strain AG876)), Q1HVG2. inhibition, % (tested at 21.74 µM); in the data active = inhibition above about 50%
Runt-CBFb FRET: inhibitors of RUNX1 Runt–CBFb binding, primary screen, biochemical, FRET, Cerulean-Runt, Venus-CBFb, uHTS | Cerulean-Runt/Venus-CBFb FRET ratio 530/480, 1 h | inhibition, % at 20 µM | actives 0.46% (n = 220,000) | AID 1496, 2009;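 active = inhibition over about 50% at 20 µM in the single-dose screen, limit read from the data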;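 also: 0% = DMSO wells and 100% = excess unlabeled CBFb competitor control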
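Measured by: fluorescence energy transfer, 422 nm excitation, 530/480 nm emission; test system: Cerulean-tagged RUNX1 Runt domain (FRET donor) fusion protein; buffer or medium: Tris pH 7.5 buffer with BSA; compound: one dose, 20 µM compound, 1% DMSO; times: two 1 h room-temperature incubations shielded from light; benchmarks: unlabeled CBFb 5 µM, positive control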
An asterisk follows results filed as active; x = no result given; [ ] = dose if it differs, or a comment.

SMILES | Runt-SMMHC FRET | Furin inhibitor | RBBP9 inhibitor | m-calpain inh | p97 inhibitor | TbHK1 inh | p47phox inh | EBV gp42 inh | Runt-CBFb FRET
O=C1Nc2ccccc2N=C(c2ccccc2)C1Br (centres undefined) | -9 | 0 | -5 | 6 | -1 | -4 | 14 | -121 | 2
O=S(=O)(NC1=NCCC1)c1ccc(F)cc1F | 0 | -30 | 1 | -9 | 7 | 4 | 1 | -12 | 0
COc1ccc(-n2ncc3c(=O)n(CC(=O)Nc4ccc(S(=O)(=O)N5CCOCC5)cc4)cnc32)cc1 | -1 | -11 | -3 | -35 | 3 | -6 | -16 | -2 | -4
CC(C)(C)NS(=O)(=O)c1ccc(NC(=O)c2cc(-c3ccccc3)nc3ccccc23)cc1 | 2 | -21 | -4 | -23 | 4 | -17 | -4 | -21 | 0
COC(=O)C1C2CCC(C2)C1C(=O)OCC(=O)c1ccc(C)cc1 (centres undefined) | 0 | -6[20 µM] | -7 | 21 | -3 | -6 | -7 | -9 | 2
CC(=NC1CCCCC1)C1=C(O)c2ccccc2C1=O | -1 | -22 | -3 | x | 6 | -8 | x | x | -2
OCCN1CCN(c2nc(NCc3ccco3)c3ccccc3n2)CC1 | -3 | -14[20 µM] | 4 | -67 | -2 | -14 | -3 | -12 | -7
CC(C)c1ccc(/C=N/Nc2ccc(C(=O)O)cc2)cc1 | 5 | 4 | -6 | -6 | 3 | 19 | -23 | -3 | -2
CC(NC(=O)c1ccc2c(c1)OCO2)C1CCCO1 (centres undefined) | 3 | 4 | -8 | 10 | 2 | -2 | -11 | -6 | 2
COc1ccc(-c2csc(NC(=O)c3cc(-c4cccs4)nc4ccccc34)n2)c(OC)c1 | -5 | -17 | 0 | -8 | 3 | -8 | -51 | -10 | -1
CCOC(=O)CCCNC(=O)COC(=O)c1cccc(C)c1O | -1 | -13 | 0 | 10 | 5 | 0 | -9 | 0 | -2
O=C(c1ccc(Cl)cc1)N1N=C(c2ccccn2)CC1(O)C(F)(F)F (centres undefined) | -3 | -7 | -9 | 1 | 5 | 4 | 2 | -14 | 0
Cc1nnc2sc(-c3ccco3)nn12 | 1 | -22[20 µM] | 3 | -5 | -1 | -2 | -6 | -7 | 3
COc1ccc(NC(=O)COC(=O)CCNS(=O)(=O)c2ccc(Cl)cc2)cc1 | 1 | -24 | -5 | -10 | 2 | -8 | 0 | -15 | -1
CN(C)/C=C/C(=O)c1ccc(S(=O)c2ccccc2)cc1 (centres undefined) | -2 | -10 | -6 | -10 | 4 | -25 | -1 | -20 | 0
CCOC(=O)Cc1csc(NC(=O)NC2(C(F)(F)F)Oc3ccc(Cl)cc3O2)n1 (centres undefined) | 5 | -18[20 µM] | -5 | -33 | 1 | -3 | -3 | -6 | 9
COc1ccc(CNc2oc(Cc3cccc4ccccc34)nc2C#N)cc1 | -5 | -11 | -15 | 19 | 0 | 14 | 1 | -14 | -4
COC(=O)COc1cccc2c(=O)n(CC(=O)N3CCCc4ccccc43)ccc12 | 2 | -21 | -4 | 3 | 0 | -11 | -6 | -9 | 2
O=C(O)C1CC(=O)N(c2ccc(F)cc2)C1 (centres undefined) | 0 | -16[20 µM] | -7 | -21 | -1 | -4 | -4 | -8 | -1
COC(=O)C1OC2(OC1C(=O)OC)c1ccccc1-c1ccccc12 (centres undefined) | 1 | -23 | -6 | -29 | 5 | 6 | 0 | 0 | 0
Nc1cc(=O)[nH]c(SC/C=C/c2ccccc2)n1 | -8 | -19[20 µM] | -4 | -17 | 5 | 2 | -15 | -11 | 6
COc1ccc2c(Cl)c(-c3nnc4n3CCCCC4)sc2c1 | -5 | -19 | -6 | -7 | 4 | -3 | -7 | -2 | -2
CCCn1nnc(NC(=O)c2ccc(-c3ccccc3)cc2)n1 | 4 | -21[20 µM] | -9 | 0 | -7 | -2 | -5 | -10 | -1
O=C(Nc1c(C(=O)Nc2ccc3c(c2)OCCO3)cnn1-c1ccccc1Cl)c1ccco1 | -8 | -17[20 µM] | -3 | 5 | 0 | -4 | -78 | -8 | 0
COC(=O)c1ccc(NC(=S)N2CCN(Cc3ccccc3OC)CC2)cc1 | 3 | -10 | -5 | -5 | -5 | -14 | -8 | 8 | 1
O=C(NC1CC(=O)c2sccc21)c1cccc(C(F)(F)F)c1 (centres undefined) | -5 | -13 | -5 | 12 | 0 | -7 | -12 | -9 | 0
CCOC(=O)N1C2=NC(C(=O)OC)=C(C(=O)OC)[C@@H]3N(C)c4ccccc4[C@]23C[C@H]1C(=O)OC | 3 | -7 | x | 19 | x | -13 | -6 | -17 | 1
CC(=O)c1cccc(NC(=O)C(OC(=O)c2cccc(S(=O)(=O)N(C)c3ccccc3)c2)c2ccccc2)c1 (centres undefined) | 0 | -1 | -30 | 10 | 2 | 16 | -55 | -11 | -1
COc1ccccc1N=Nc1nc(-c2ccccc2)c(-c2ccccc2)[nH]1 | -14 | -15 | -14 | -44 | 5 | -7 | 119* | 2 | -7
COc1cc2c(cc1NC(=O)COC(=O)Cn1cnc3ccccc31)oc1ccccc12 | -16 | -20 | -5 | 24 | 9 | -15 | -17 | -11 | -5
Cc1cc(C)nc(/N=C2\NC(=O)CC(C(=O)O)N2c2ccc(F)c(Cl)c2)n1 (centres undefined) | 1 | -24 | 1 | -10 | 5 | -9 | -4 | -7 | 1
O=C(Nc1cccnc1)C1COc2ccccc2O1 (centres undefined) | 2 | -14[20 µM] | -3 | 12 | 8 | 4 | -6 | -16 | x
Cc1cc(N2C(=O)C3C4C=CC(C4)C3C2=O)ccc1Br (centres undefined) | 10 | 7[20 µM] | 3 | -20 | 3 | -2 | -3 | -3 | -1
N#Cc1ccccc1CSc1nnc(Cc2ccccc2)o1 | -1 | -16 | -4 | 10 | 0 | -3 | -10 | -15 | 3
NC(=O)CCC(=O)N1CCCC(C(=O)c2ccc3c4c(cccc24)CC3)C1 (centres undefined) | x | -15 | -4 | -274 | -2 | -1 | 2 | 1 | x
COc1ccc(CC(=O)Nc2ccc(-c3cn4ccccc4n3)cc2)cc1 | -2 | -13[20 µM] | -6 | -43 | 1 | -12 | -3 | -4 | 2
CN1CCN(CC(=O)N(C)c2nc(-c3ccccc3)cs2)CC1 | -2 | -16 | 7 | -16 | -1 | 2 | -12 | -28 | 0
CCCCN(C)S(=O)(=O)c1ccc(C(=O)Nc2nnc(-c3ccco3)o2)cc1 | -2 | -14 | -10 | -13 | 2 | -4 | -13 | -16 | -1
CCn1c(C)[n+](Cc2ccccc2)c2ccc(C(=O)OC)cc21 | 11 | -23 | -5 | 26 | -4 | 10 | 2 | -16 | 0
CC1(C)CC2(CC(c3ccccc3)Oc3cc(O)ccc32)NC(=S)N1 (centres undefined) | 2 | -10 | 3 | 15 | 7 | -4 | -5 | -6 | 4

An excerpt taken from the entries so far, as a working copy:
SMILES | Runt-SMMHC FRET | Furin inhibitor | RBBP9 inhibitor | m-calpain inh | p97 inhibitor | TbHK1 inh | p47phox inh | EBV gp42 inh | Runt-CBFb FRET
Nc1cc(=O)[nH]c(SC/C=C/c2ccccc2)n1 | -8 | -19[20 µM] | -4 | -17 | 5 | 2 | -15 | -11 | 6
COc1ccc2c(Cl)c(-c3nnc4n3CCCCC4)sc2c1 | -5 | -19 | -6 | -7 | 4 | -3 | -7 | -2 | -2
CCCn1nnc(NC(=O)c2ccc(-c3ccccc3)cc2)n1 | 4 | -21[20 µM] | -9 | 0 | -7 | -2 | -5 | -10 | -1
O=C(Nc1c(C(=O)Nc2ccc3c(c2)OCCO3)cnn1-c1ccccc1Cl)c1ccco1 | -8 | -17[20 µM] | -3 | 5 | 0 | -4 | -78 | -8 | 0
COC(=O)c1ccc(NC(=S)N2CCN(Cc3ccccc3OC)CC2)cc1 | 3 | -10 | -5 | -5 | -5 | -14 | -8 | 8 | 1

Next part:
SMILES | Runt-SMMHC FRET | Furin inhibitor | RBBP9 inhibitor | m-calpain inh | p97 inhibitor | TbHK1 inh | p47phox inh | EBV gp42 inh | Runt-CBFb FRET
O=C(Oc1ccc(-c2ccccc2)cc1)N1CCCCC1 | -2 | -18[20 µM] | 0 | 49 | 1 | 5 | -12 | -3 | -2
CC(C)C[C@H](NC(=O)NCCc1ccc(Cl)cc1)C(=O)O | 6 | 8[20 µM] | 4 | -13 | 4 | -2 | -8 | -23 | 0
CC(C)CC(NS(=O)(=O)c1ccccc1)C(=O)O (centres undefined) | 0 | -22[20 µM] | -9 | -6 | -1 | -3 | -9 | -16 | 3
COc1cc2c(cc1[N+](=O)[O-])n(C(C)C)c(=O)n2C(C)C | -2 | -6 | -10 | 49 | -5 | -7 | 4 | 9 | 0
CC(=O)Nc1cccc(C(=O)/C=C/c2ccc[nH]2)c1 | -5 | -2 | -10 | -11 | -1 | -19 | -22 | -34 | 5
Cc1ccccc1C(=O)NC(NC(=S)Nc1ccc(S(N)(=O)=O)cc1)C(Cl)(Cl)Cl (centres undefined) | 3 | 0 | -12 | 18 | 1 | 5 | -3 | -8 | -2
C=C(C)C(=O)Nc1cccc(C2=NOC3(C2)C[C@H](C(N)=O)N(C(=O)/C=C/C)C3)c1 (some centres undefined) | -5 | -22 | x | 3 | x | -7 | 8 | -16 | 2
Cc1ccc(NC(=O)c2sc(Cl)nc2-c2ccccc2)cc1 | -1 | -14[20 µM] | -4 | 36 | 0 | -6 | 0 | 11 | -2
CC(=O)c1cccc(NC(=O)c2ccc(C)o2)c1 | -4 | -29 | -10 | -2 | 3 | -7 | 2 | -4 | 0
CC1(C)C2CCC1(CS(=O)(=O)NC1CCCC1)C(=O)C2 (centres undefined) | -1 | -18 | -6 | -12 | 1 | 0 | 1 | 6 | 0
Cc1ccccc1C(=O)NCCCCc1ccccc1 | -1 | -15 | 3 | 8 | 1 | 8 | -6 | -6 | -2
O=C(c1cc2cc(Br)ccc2s1)N1CCOCC1 | 1 | -24 | -4 | 5 | 3 | 0 | 1 | -5 | -1
O=C(NC1CCCC1)c1ccc(S(=O)(=O)N2CCCC2)cc1 | -2 | 4[20 µM] | 7 | 6 | 2 | -1 | 0 | -4 | -1
COc1ccc(-c2nc(N)n(C(=O)c3ccco3)n2)cc1 | -6 | -21 | -3 | -8 | 3 | 3 | -2 | -20 | 4
CN(c1ccc(C(=O)NCc2ccc3c(c2)OCO3)cc1)S(=O)(=O)c1ccccc1 | -1 | -19 | -7 | 16 | -1 | 0 | -10 | -10 | 0
Cc1ccc(NCc2nnc3n2CCCCC3)cc1 | -7 | -34 | -6 | 20 | 9 | 0 | 2 | 8 | -2
CCCCNC(=S)NNC(=O)c1nn(C)cc1Cl | 2 | -16[20 µM] | -3 | -15 | 0 | 4 | -9 | -14 | -1
